EPAC2 antag: EPAC2 (human) antagonism; EPAC2 GEF exchange of Rap1B-BODIPY-GDP, fluorescence; Potency, µM (series often up to 114 µM), for the others: at the top dose activity, negative = inhibition, actives largely listed as inhibitors; 360,000 tested, 0.18% active; further: on the % scale 0 is the no-effect control and ±100 the full control effect; nearly all actives have a fitted effect of over 45% in size; many of its hits are not listed in these tables
EPAC1 antagonist: antagonists of human EPAC1; Potency, µM (highest dose often 115 µM), for inactives: at the top dose activity change, negative = inhibition, usual class: inhibitors; AID 720709; 360,000 tested, 0.14% active; EPAC1 GEF assay, Rap1b-BODIPY-GDP exchange fluorescence;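 further: plate controls were vehicle for no effect and positive control for full effect; nearly all actives have a fitted effect of over 50% in size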
PTHR1 agonist: agonists of human PTHR1 parathyroid hormone receptor. HEK293 GP2 PTHR1 cells, GloSensor cAMP luminescence, 1 h. Q03431. Potency, µM (titrated, usually from 115 µM), inactives show top-dose activation, hits mostly activators. 410,000 tested, 0.075% active; further: nearly all actives have a fitted effect of over 55% in size; some results filed as inactive show a strong effect at the top dose; inactives centre near -15; many of its hits are not listed in these tables
Target sequence (Q03431 whole entry, looked up): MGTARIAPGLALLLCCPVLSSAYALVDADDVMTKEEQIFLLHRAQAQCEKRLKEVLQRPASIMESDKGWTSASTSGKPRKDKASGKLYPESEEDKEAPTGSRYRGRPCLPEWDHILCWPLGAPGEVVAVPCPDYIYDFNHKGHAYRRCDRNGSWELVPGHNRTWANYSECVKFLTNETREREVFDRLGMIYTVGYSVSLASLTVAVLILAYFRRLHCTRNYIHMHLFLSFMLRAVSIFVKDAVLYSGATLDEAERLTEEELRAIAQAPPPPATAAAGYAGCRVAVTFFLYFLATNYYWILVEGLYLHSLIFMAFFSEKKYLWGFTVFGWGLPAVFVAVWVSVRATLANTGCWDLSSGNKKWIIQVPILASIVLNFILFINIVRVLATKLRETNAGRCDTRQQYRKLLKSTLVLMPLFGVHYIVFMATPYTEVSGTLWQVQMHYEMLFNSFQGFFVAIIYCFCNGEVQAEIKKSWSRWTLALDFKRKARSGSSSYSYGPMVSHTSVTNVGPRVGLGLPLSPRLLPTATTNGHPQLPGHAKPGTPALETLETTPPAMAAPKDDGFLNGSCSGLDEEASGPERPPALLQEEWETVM
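HEK-293-derived GP2 cells expressing PTHR1 and a GloSensor cAMP reporter, 3,000/well, plated overnight, given luciferin plus IBMX (each 0.5 mM as added) for 1 h at 37 °C, then compound for 1 h at 37 °C. Luminescence was read after 15 min at room temperature.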
TDP-43 yeast inh: TDP-43 toxicity inhibition in yeast; Potency, µM (titrated, usually from 46.1 µM), without a hit: at the highest dose growth rescue (activation), most hits filed as activators; AID 652104; TDP-43 expressing yeast growth rescue, BacTiter-Glo, 24 h; 410,000 tested, 1.8% active; further: % of control where 0% means no effect; nearly all actives have a fitted effect of over 50% in size
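Growth rescue of TDP-43-toxic yeast measured as ATP luminescence (BacTiter-Glo). Cells grown to mid-log in raffinose, induced in galactose at OD600=0.02, exposed to compound 24 hr at 30 deg C.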
FUS yeast rescue: suppressors of FUS proteinopathy in yeast; AID 1347120; Potency, µM (series often up to 76.6 µM), inactives show top-dose growth rescue (activation), actives largely listed as activators; 390,000 tested, 0.24% active; S. cerevisiae FUS-expressing, growth rescue, OD600, 24 h;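 further: plate controls were DMSO vehicle for no effect and reference control for full effect; nearly all actives have a fitted effect of over 55% in size; some results filed as inactive show a strong effect at the top dose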
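Read-out: OD at 600 nm after 24hr at 30C, reporting rescue of FUS-induced yeast toxicity. Cells at OD 0.005 in galactose (2%) minimal medium; compounds tested in a dilution series; CP55940 titration from 92uM final as control.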
aSyn yeast inh: alpha-synuclein toxicity inhibition in yeast; Yeast expressing alpha-synuclein, growth rescue, BacTiter-Glo, 24 h; Potency, µM (top dose mostly 46.1 µM), without a hit: at the highest dose growth rescue (activation), usual class: activators; 370,000 tested, 0.14% active; AID 652106; further: % of control where 0% means no effect; nearly all actives have a fitted effect of over 65% in size
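Screening used galactose-induced yeast with toxic alpha-synuclein levels, exposed to compound for 24 hr at 30 deg C. Cell growth, read with BacTiter-Glo luminescence, gave the measured signal.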
EPAC1 agonist: EPAC1 (human) agonism; O95398; EPAC1 agonist qHTS, biochemical assay; response scale: 100% = response to 6.5 mM cAMP; Potency, µM (series often up to 154 µM), inactives show at the top dose activation, usual class: activators; 360,000 tested, 0.073% active; AID 720707; further: nearly all actives have a fitted effect of over 60% in size
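Nucleotide exchange by EPAC1 (100 nM) on Rap1B–BODIPY-GDP (250 nM) in the presence of 50 uM GDP is tracked fluorescently at 480/540 nm over 30 min. Signals are normalized to a 6.5 mM cAMP control.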
EPAC2 ag: activates human EPAC2 exchange factor; Potency, µM (doses to about 154 µM), inactives show at the top dose activation, most hits filed as activators; EPAC2 activation, biochemical qHTS; response scale: 100% = 6.5 mM cAMP response; 360,000 tested, 0.079% active; Q8WZA2; further: nearly all actives have a fitted effect of over 50% in size
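EPAC2 (100 nM) mixed with Rap1B loaded with BODIPY-GDP (250 nM) plus 50 uM unlabeled GDP; compounds pinned in, 5 min RT, then read every 5 min for 30 min (ex 480, em 540 nm). Normalized to cAMP control.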
* marks the source's active call; other numbers are inactive results; i = inactive; u = inconclusive; [ ] = dose if it differs, or a comment. The call rests on the fitted dose curve; in most records, active means well fitted curve in the direction sought with a large enough effect; inconclusive means small, poorly fitted or top-dose-only effect, or another doubt; inactive means no such curve, though single readings can be large; an effect the other way counts as inactive or inconclusive. Potency means the concentration at half of the fitted maximal effect. This is a subset; rates above refer to the full screens.

Order of values – EPAC1 antagonist, EPAC2 ag, aSyn yeast inh, PTHR1 agonist, EPAC2 antag, FUS yeast rescue, EPAC1 agonist, TDP-43 yeast inh
- Cc1ccc(-c2cc(C(=O)N3CCN(C4CCS(=O)(=O)C4)CC3)c3ccccc3n2)cc1 (centres undefined)
    18%, -2%, -3%, i, 5%, 17%, 6%, 18%
- CCc1nc(SCC(=O)Nc2ccccc2)c2c(=O)n(C)c(=O)n(C)c2n1
    1%, 0%, -5%, i, -1%, -7%, 1%, 0%
- COc1ccc(-c2coc3cc(O[C@@H]4O[C@H](CO)[C@@H](O)[C@H](O)[C@H]4O)c(OC)cc3c2=O)cc1
    -1%, 2%, -5%, i, -5%, -7%, 1%, 11%
- COC(=O)[C@]12CCCCC=C1N(CCC1=CCCCC1)C(=O)[C@H](CC(=O)N1CCSCC1)C2
    3%, 12%, 15%, -23%, 9%, 28%, 1%, 25%
- CC[C@]12c3[nH]c4ccccc4c3CCN1C(=O)C(CC(=O)NCCCOC)C[C@@H]2C(=O)N1CCN(C(=O)c2ccco2)CC1 (some centres undefined)
    -8%, 5%, -5%, i, 17%, 18%, -13%, 3%
- O=C(Nc1ccc(Cl)c([N+](=O)[O-])c1)ONC1=NCCCCC1
    -17%, 3%, -6%, i, 8%, -1%, -2%, u
- CCc1nnc(NC(=O)CCC(=O)NC2CC2)s1
    -26%, -3%, 2%, -1%, 1%, -1%, 11%, 14%
- CCCCC1Cc2[nH][nH]c(=O)c2C(c2ccc(F)cc2)O1 (centres undefined)
    -27%, -3%, 26%, 6%, 11%, u, -14%, u
- Cc1ccc(NC(=S)NNC(=O)Cn2nc([N+](=O)[O-])cc2C)cc1
    -1%, 11%, -1%, -21%, 0%, 4%, 4%, -8%
- FC(F)(F)c1ccc(N/N=C/c2cccnc2)nc1
    -16%, -4%, 0%, -16%, -6%, -10%, -7%, 0%
- Cc1nc(SCc2ccc(F)cc2)c([N+](=O)[O-])[nH]1
    8%, 3%, 6%, i, 7%, 14%, -6%, 8%
- Cc1noc(/C=C/N(C)C)c1S(=O)(=O)N1CCCC(C(=O)NC2CCCCC2)C1 (centres undefined)
    2%, 3%, -1%, -31%[inhibitor], 0%, u, 0%, -3%
- OCCC1CN(Cc2cccc3nonc23)CCN1Cc1ccsc1 (centres undefined)
    3%, 1%, 3%, i, 4%, 3%, 7%, 6%
- COc1ccc(C)cc1N(C)C(=O)c1coc(=O)c2ccccc12
    -4%, 8%, 7%, -17%, -1%, 14%, 7%, 0%
- CCOC(=O)C1(CCCc2ccccc2)CCN(C(=O)C2CCCN(C(N)=O)C2)CC1 (centres undefined)
    -7%, -1%, 0%, 0%, -10%, 2%, 2%, -14%[0.397 µM]
- Nc1nc(CSc2nc3ccccc3[nH]2)cs1
    -15%, 0%, 3%, -5%, -1%, -8%, 8%, 6%
- COc1cccc(-c2nc(CS(=O)(=O)CC(=O)NC3CCCc4ccccc43)c(C)o2)c1 (centres undefined)
    -24%, 12%, 13%, -32%[inhibitor], -18%, 5%, -11%, 22%
- O=C(c1ccc2nccnc2c1)N1CCCC(N2CCN(c3ccc(F)cc3)CC2)C1 (centres undefined)
    -1%, -7%, 2%, i, -2%, -29%, 3%, 5%
- CS(=O)(=O)N1CCC(C(=O)N2CCN(C(c3ccccc3)c3ccccc3)CC2)CC1
    -18%, 6%, -1%, i, -9%, 10%, 0%, -7%
- Cn1nnnc1SCc1ccc(C(=O)Nc2ccc(Br)cc2)cc1
    -2%, 11%, 2%, -31%[inhibitor][57.5 µM], -1%, -13%, 1%, 9%
- O=C(Nc1nnc(-c2cc(Cl)ccc2Cl)o1)C1=COCCO1
    -2%, 3%, 3%, i, -1%, 3%, -1%, -5%
- CN1C(=O)NC(c2ccccc2[N+](=O)[O-])C2=C1CC(C)(C)CC2=O (centres undefined)
    -3%, 9%, 4%, i, 2%, 2%, 5%, 3%
- COc1ccccc1CNC(=O)CSc1ccc(-c2ccncc2)nn1
    -22%, -1%, 1%, i, -5%, -19%, 0%, 8%
- COc1ccccc1OCc1csc(N)n1
    8%, 2%, -4%, i, 3%, 0%, -6%, -25%[0.397 µM]
- COc1cccc2sc(N3CCN(C(=O)c4ccc([N+](=O)[O-])o4)CC3)nc12
    -17%, 2%, 3%, -20%, -3%, 26%, 7%, -69%[inhibitor]
- O=C(O)c1ccc(-n2c(O)c(C=C3N=c4ccccc4=N3)sc2=S)cc1
    u, -3%, 9%, 20%, -15%, 35%, 6%, -2%
- Cn1cccc1C(=O)OCc1ccc(C(C)(C)C)cc1
    7%, 4%, -1%, -20%, -8%, -3%, 2%, 8%
- Cc1ccc(NS(=O)(=O)c2ccc(-c3coc(C)n3)cc2)c(Br)c1
    -11%, 14%, 11%, -1%, -13%, 19%, 3%, u
- Cc1cc(C)cc(NCC(=O)Nc2c(C)cccc2C)c1
    -4%, -2%, 5%, i, 5%[57.1 µM], 23%, -6%, 19%
- N=c1oc2ccccc2cc1C(=O)Nc1cccc(F)c1
    2%, 4%, 3%, -73%, -3%, -16%, 6%, 5%
- COC(=O)[C@H](CC(C)C)NS(=O)(=O)N[C@@H](CC(C)C)C(=O)OC
    1%, -3%, 7%, -10%, -8%, 15%, -9%, 14%
- CCOC(=O)CSc1nc(-c2ccc(OC)cc2)ns1
    -9%, -16%, -4%, -10%, -20%, -26%, 16%, 6%
- Cc1ccc(C(=O)Cn2c3[n+](c4ccccc42)CC(O)CS3)cc1 (centres undefined)
    7%, -3%, 1%, -10%, -2%, 12%, 14%, -15%
- CC1CC(=O)Nc2cc([N+](=O)[O-])ccc2N1 (centres undefined)
    3%, 1%, 6%, -23%, -1%, 5%, 13%, 7%
- CCn1c(=O)cc(N2CCN(Cc3ccccc3)CC2)[nH]c1=O
    10%, 2%, -5%, i, 7%, -27%, 1%, 8%
- CCOc1ccc(-c2nnc(-c3ccco3)o2)cc1OCC
    6%, -10%, -11%, -8%, 19%, -23%, 1%, 15%
- Cc1[nH]c2ccccc2c1C(=O)C(=O)NCC1CCCO1 (centres undefined)
    -10%, 3%, 4%, -9%, -1%, 14%, 8%, 11%
- Cc1cccc(/C=N/NC(=O)c2ccncc2)n1
    18%, 0%, 12%, 6%, 13%, -33%, -3%, 7%
- CCCCNC(=O)C1(C)CCC(=O)N1c1cc(C(C)(C)C)nn1C (centres undefined)
    2%, -2%, -7%, i, 0%, -19%, 1%, 5%
- COCCn1cnc2c1c(=O)n(Cc1c(F)cccc1Cl)c(=O)n2Cc1ccccc1
    -6%, 19%, 1%, -20%, -6%, 34%, 7%, 8%
- COC(=O)c1cc(OC)c(OC)c(OC)c1NC(=O)c1ccc(S(=O)(=O)N(C)C)cc1
    2%, 11%, 0%, 10%[57.5 µM], -3%, -19%, 7%, -18%
- Cc1ccc(S(=O)(=O)N2CCOCC2)cc1NC(=O)COC(=O)CCC(=O)c1cccs1
    -2%, 3%, 3%, -14%[57.5 µM], 0%, 39%, -2%, 18%
- O=C(O)c1cccc(CSc2nnc(-c3cccnc3)o2)c1
    -5%, 2%, -26%, -4%, 1%, -6%, 2%, 11%
- CCOc1ccc(C2=NNC(c3cccnc3)=Nc3ccc(OC)cc32)cc1
    0%, 10%, -3%, -19%, -6%, 40%, 12%, 11%
- COc1cc(CNc2ccc3[nH]c(=O)[nH]c3c2)ccc1OCc1cccc(C)c1
    -19%, -8%, 4%, -21%, -1%, 21%, 3%, 18%
- CCOCc1nc2nc(Cl)c(Cl)nc2[nH]1
    -14%, 15%, -2%, -12%, -3%, -13%, 7%, -5%
- O=C(Nc1cccc(Cl)c1)Nc1ccccc1C(=O)O
    u, 4%, 7%, -95%[inhibitor], -17%, 9%, 1%, 6%
- CCN1CCCC1CNC(=O)C(=O)Nc1ccc(OC)cc1 (centres undefined)
    4%, 4%, 3%, i, 12%, -2%, 0%, -4%
- CCOC(=O)Cn1nc(C)cc1NC(=O)c1cccnc1
    -3%, 15%, -6%, 0%, -2%, 0%, -6%, -10%
- CSc1ccc(S(=O)(=O)N2CCC(C(=O)NCCN3CCOCC3)CC2)cc1
    0%, 5%, 4%, -4%, -2%, -12%, 0%, -1%
- O=C(/C=C/c1ccc(F)cc1)NCCC1=CCCCC1
    -14%, -9%, -2%, -28%[57.5 µM], -3%, 3%, 0%, u
- O=C(CSc1nnc(-c2ccncc2)n1C1CC1)c1cccs1
    -22%, 1%, -8%, -1%, 6%, -4%, 1%, 15%
- CCOCc1nnc(NC(=O)c2ccc3c(c2)OCO3)s1
    3%, -5%, -3%, -3%, -8%, 4%, 8%, 4%
- CC(=O)[C@H]1CCC2C3CC=C4C[C@@H](O)CC[C@]4(C)C3CC[C@@]21C (some centres undefined)
    -12%, 2%, 3%, i, -3%, 1%, 3%, -3%
- COn1c(=O)c(-c2ccc(F)cc2)[n+]([O-])c2ccccc21
    5%, 11%, -11%, -9%, -2%, 29%, 14%, -2%
- Oc1ccc(N2CCN(Cc3ccc(OCCCN4CCCCC4)cc3)CC2)cc1
    -3%, -2%, 0%, i, -4%, 26%, 5%, -16%
- C[C@@H]1CN([C@H](C)CO)C(=O)CCCn2nncc2CO[C@H]1CN(C)S(=O)(=O)c1ccc2ccccc2c1
    -14%, 21%, 1%, -21%, 9%, 42%, -20%, 27%
- COc1ccc(N2CCN(c3cc(C)c4ccc(O)cc4n3)CC2)cc1
    2%, 14%, 0%, -46%[inhibitor], -3%, 9%, -9%, 18%
- Nc1nnn(CC(=O)N/N=C/c2ccc(O)cc2)n1
    3%, 4%, -3%, i, 3%, -6%, 10%, 0%

Source: PubChem (National Center for Advancing Translational Sciences (NCATS))
